Bioassay records deposited in PubChem BioAssay by several laboratories.
Dyrk1A ADPGlo = blocks rat Dyrk1A kinase activity; inhibition, % at 12.5 µM; 310,000 compounds, 0.43% hits; ADP-Glo luminescence, NFATc1 peptide; AID 504441; in the data active means inhibition above about 50%;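 further: plate controls were vehicle with enzyme for no effect and no enzyme for full effect; many of its hits are not listed in these tables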
TRPC4 act = activators of mouse TRPC4 channel | Q9QUQ5 | HEK293 TRPC4beta/mu-opioid, Fluo4 calcium fluorescence; stronger effect = higher value | B-score at 10 µM | 310,000 compounds, 0.49% hits | AID 2237;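 active means B-score above 5 SD of library B-scores, and initial fluorescence ratio not above library mean plus 5 SD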;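 further: positive B-score marks a calcium rise read as TRPC4 activation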
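System: HEK293 cells stably co-expressing mouse TRPC4beta and mu-opioid receptor; Schedule: Fluo4 dye loading 45 min at room temperature, 110 s recording; Detection: Fluo4 fluorescence, kinetic; Evaluation: B-scored integrated calcium fluorescence ratio; Controls: buffer (low) and maximal DAMGO (high).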
KCNK9 block = inhibitors of human KCNK9 two-pore domain potassium channel. B-score at 10 µM. Q9NPC2. HEK293 KCNK9, FluxOR thallium flux fluorescence; stronger effect = lower value. 310,000 compounds, 1.2% hits;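 active means ratio B-score over 3 SD below the library mean, with starting fluorescence within 5 SD of its mean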;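 further: negative B-score means less thallium flux so channel inhibition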
TRPC4 inh = inhibitors of mouse TRPC4 channel. HEK293 TRPC4beta/mu-opioid, DAMGO-evoked Fluo4 calcium flux; stronger effect = lower value. 300,000 compounds, 0.39% hits. AID 2247. B-score at 10 µM. Q9QUQ5;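 active means B-score over 3 SD under the library average, no early fluorescence shift, positive overall ratio signal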
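Material: HEK293 cells with stable TRPC4beta plus mu-opioid receptor expression; probe or stimulus: DAMGO in two steps, submaximal then maximal; technique: Fluo4 calcium fluorescence by kinetic imaging, 5 s 1 Hz baseline; measure: integrated fluorescence ratio relative to baseline, converted to per-well B score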
PolyA inh = yeast polyadenylation inhibition. S. cerevisiae SKY197-pL101 polyadenylation reporter, beta-gal luminescence; efflux-impaired pdr1/pdr3 knockout yeast; score 100 = 6 SD above DMSO. calls only at 12 µM. 300,000 compounds, 0.02% hits;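 active means lowest replicate activity score at least 50, where 100 means six control SD above control mean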;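 further: yeast exposed to compound for 9 h at 30 °C; higher score means more reporter readthrough which indicates perturbed polyadenylation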
TRPC4 potent = allosteric potentiators of mouse TRPC4 channel. Q9QUQ5. HEK293 TRPC4beta/mu-opioid, DAMGO EC20, Fluo-4 Ca2+ flux; stronger effect = higher value. B-score at 10 µM. 310,000 compounds, 0.42% hits. AID 2227;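 active means B-score of calcium response area above 5 SD of library B-scores, with initial fluorescence ratio within 5 SD of library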;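 further: B-score of integrated fluorescence ratio over time as area under calcium response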
KCNQ1 pot = human KCNQ1 channel potentiation or activation. P51787. CHO-K1 KCNQ1, thallium flux FluxOR fluorescence; stronger effect = higher value. B-score at 10 µM. 310,000 compounds, 0.35% hits. AID 2648;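 active means fluorescence ratio B-score, a plate-corrected score, at least three library SD, with initial intensity B-score within 5 SD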
Target sequence (P51787 whole entry, looked up): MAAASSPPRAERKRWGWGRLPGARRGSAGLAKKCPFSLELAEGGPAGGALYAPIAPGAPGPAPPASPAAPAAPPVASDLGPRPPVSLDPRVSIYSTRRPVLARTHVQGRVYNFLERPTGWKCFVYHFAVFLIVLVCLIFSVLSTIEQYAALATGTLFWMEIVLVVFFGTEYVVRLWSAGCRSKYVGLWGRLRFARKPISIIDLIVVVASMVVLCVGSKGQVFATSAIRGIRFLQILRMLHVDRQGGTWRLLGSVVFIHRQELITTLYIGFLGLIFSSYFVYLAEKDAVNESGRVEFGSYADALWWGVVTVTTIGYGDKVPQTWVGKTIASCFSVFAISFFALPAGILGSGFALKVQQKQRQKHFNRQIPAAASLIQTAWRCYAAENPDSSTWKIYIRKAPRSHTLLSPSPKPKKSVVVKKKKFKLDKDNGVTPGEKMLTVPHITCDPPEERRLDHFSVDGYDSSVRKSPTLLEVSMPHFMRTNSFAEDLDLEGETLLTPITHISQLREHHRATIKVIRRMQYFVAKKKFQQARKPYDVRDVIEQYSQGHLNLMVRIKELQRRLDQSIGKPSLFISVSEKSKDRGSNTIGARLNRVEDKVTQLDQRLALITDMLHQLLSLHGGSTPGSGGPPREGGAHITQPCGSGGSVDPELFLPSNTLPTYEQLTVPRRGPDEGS
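Material: CHO-K1 cells stably expressing KCNQ1. Medium: assay buffer for compound exposure, DMSO matched across wells. Reagent: K+/Tl+ depolarizing stimulus. Compound dosing: single-concentration screen. Times: 37 °C overnight plating, 90-min dark dye load, 20-min compound pretreatment. Technique: FluxOR Tl+ flux fluorescence.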
KCNK3 inh = human KCNK3 channel inhibition, primary screen | O14649 | CHO-KCNK3 thallium flux, FluxOR fluorescence; stronger effect = lower value | 340,000 compounds, 0.84% hits | B-score at 10 µM;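 active means B-score under library mean minus 4 SD, starting fluorescence ratio at most library mean plus 5 SD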;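 further: more negative B-score means stronger inhibition of thallium flux through KCNK3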
Target sequence (O14649 whole entry, looked up): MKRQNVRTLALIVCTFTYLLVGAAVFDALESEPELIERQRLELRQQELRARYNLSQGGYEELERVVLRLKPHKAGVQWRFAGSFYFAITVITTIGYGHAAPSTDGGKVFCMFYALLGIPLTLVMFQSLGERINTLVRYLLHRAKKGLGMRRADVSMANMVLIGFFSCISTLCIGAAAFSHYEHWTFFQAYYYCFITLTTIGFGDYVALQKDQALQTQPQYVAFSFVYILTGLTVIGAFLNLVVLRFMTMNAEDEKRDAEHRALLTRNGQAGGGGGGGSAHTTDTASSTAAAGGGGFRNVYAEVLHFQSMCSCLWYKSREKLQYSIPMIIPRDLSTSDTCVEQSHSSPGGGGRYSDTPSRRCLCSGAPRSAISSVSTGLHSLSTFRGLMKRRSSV
KCNQ1 inh = blocks the human KCNQ1 potassium channel. P51787. CHO-K1 KCNQ1, FluxOR thallium flux fluorescence; stronger effect = higher value. B-score at 10 µM. 310,000 compounds, 1.3% hits. AID 2642;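 active means compounds whose thallium flux B-score, printed positive for inhibition, exceeds three library SD while starting fluorescence stays within three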;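 further: channel opened by potassium depolarization with thallium stimulus after 20 min compound exposure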
hERG protect = compounds protecting human hERG from proarrhythmic drug block. Q12809. CHO-hERG, FluxOR thallium flux, dofetilide IC70 present. activation (rescue from dofetilide block), less the hit threshold, % at 10 µM. 310,000 compounds, 0.51% hits;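 active means activation above the mean of controls blocked by dofetilide plus 5 SD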;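 further: thallium influx through hERG after potassium depolarization seen as dye fluorescence rise; in these data hits start at about 4.7%; inactives centre near -7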
Platelet DG rel = platelet dense granule release activity; human platelet-rich plasma, SFLLRN dense granule ATP release, luminescence; inhibition, %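 (compounds screened at 7.5 µM in platelet-rich plasma)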; 300,000 compounds, 0.22% hits; AID 1663;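 active means mean replicate score, as percent of positive control, at or above 50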
Numbers without * were called inactive; i = inactive; x = not tested or not shown. The list is partial; the hit share may differ from the screen's.

SMILES	Dyrk1A ADPGlo	TRPC4 act	KCNK9 block	TRPC4 inh	PolyA inh	TRPC4 potent	KCNQ1 pot	KCNK3 inh	KCNQ1 inh	hERG protect	Platelet DG rel
O=C(COc1cccc2c1CCNC2=O)Nc1cccc(F)c1	6	i	i	i	i	i	i	i	i	-8	-25
C=CCN1C=C2C(=O)C(C)(OC(=O)C3CCCC3)C(=O)C(c3ccccc3)=C2C=C1CCCC(=O)OC (stereo unspecified)	36	i	i	i	i	i	i	i	i	-9	6
O=C(CSc1nc(=O)n(CCN2CCOCC2)c2c1CCCC2)Nc1cccc([N+](=O)[O-])c1	8	i	i	i	i	i	i	i	i	-14	39
Nc1nonc1-n1nnc(C(=O)N/N=C/c2ccccc2Cl)c1-c1ccc2c(c1)OCO2	0	i	i	i	i	i	i	i	i	-4	-13
COc1ccc(Cl)cc1NC(=S)NCCCN1CCCC1=O	2	i	i	i	i	i	i	i	i	-3	-4
CN1/C(=C\C(=S)Nc2ccccc2)C(C)(C)c2ccccc21	0	i	-6.9*	i	i	i	i	i	i	-4	-12
Cc1ccccc1-n1c(=O)cc(N2CCCCCC2)[nH]c1=O	-4	i	i	i	i	i	i	i	i	-5	-8
CC(O)CSc1nc2c(c(=O)[nH]c(=O)n2C)n1Cc1ccccc1Cl (stereo unspecified)	1	i	i	i	i	i	i	i	i	-2	2
Cc1cc(C)n(CC(=O)NN)n1	1	i	i	i	i	i	i	i	i	-5	-7
COC(=O)c1cn(C)c2ccc(S(=O)(=O)N3CC(C)CC(C)C3)cc2c1=O (stereo unspecified)	0	i	i	i	i	i	i	i	i	-11	-23
CCCCNCc1cc(OCC)c(OCC)cc1Br	-5	i	i	i	i	i	i	i	i	-7	-1
COCCNC(=O)C1CC(=O)N(c2ccc(OC)cc2)C1c1ccc(OC)cc1 (stereo unspecified)	1	i	i	i	i	i	i	i	i	4	-3
CC(C)CN(C(=O)c1cccc(S(=O)(=O)N2CCN(c3ccc(F)cc3)CC2)c1)C1CCS(=O)(=O)C1 (stereo unspecified)	4	i	i	i	i	i	i	i	i	-7	5
CSc1sc(C(=O)NC(=O)NCc2ccncc2)c(C)c1-c1ccon1	-2	i	i	i	i	i	i	i	i	-10	1
CCOc1ccc(N2CC(C(=O)N3CC(C)OC(C)C3)CC2=O)cc1 (stereo unspecified)	6	i	i	i	i	i	i	i	i	-7	-5
O=c1c2c(-c3cccs3)csc2ncn1-c1ccccc1	22	i	i	i	i	i	i	i	i	-4	1
Cc1ccn(-c2ccc([N+](=O)[O-])cc2)n1	6	i	i	i	i	i	i	i	i	-13	1
CCOC(=O)c1cc2c(ccn2C)n1CC(=O)Nc1ccc(F)cc1	0	i	i	i	i	i	i	i	i	-7	2
CCNC(=S)NNC(=O)c1cc(-c2ccc(OC)cc2)nc2ccccc12	9	i	i	i	i	i	i	i	i	-19	111*
CCCCCc1nc(-c2nonc2N)no1	-1	i	i	i	i	i	i	i	i	-4	1
COc1cc(OC)c(S(=O)(=O)NCc2cccnc2)cc1NC(C)=O	2	i	i	i	i	i	i	i	i	-8	4
COc1cc(C#N)c(N=C(SCC#N)N2CCOCC2)cc1OC	-3	i	i	i	i	i	i	i	i	-2	1
COc1ccc(-c2ccc(C#N)c(OC)n2)cc1	-5	i	i	i	i	i	i	i	i	-10	-3
Cc1nonc1CC(=O)NC1CC(C)(C)Cc2c1cnn2-c1ccc(F)cc1 (stereo unspecified)	0	i	i	i	i	i	i	i	i	-13	2
CC1Cc2ccccc2N1C(=O)CN1C(=O)CN(C)C(=O)c2ccccc21 (stereo unspecified)	10	i	i	i	i	i	i	i	i	-7	-1

(more compounds)
SMILES	Dyrk1A ADPGlo	TRPC4 act	KCNK9 block	TRPC4 inh	PolyA inh	TRPC4 potent	KCNQ1 pot	KCNK3 inh	KCNQ1 inh	hERG protect	Platelet DG rel
CC(C)Oc1ccc(C(=O)NCC(=O)OCC(=O)N(C)Cc2cccs2)cc1	x	i	i	i	i	i	i	i	i	-14	10
CNC(=O)COC(=O)c1cc(-c2ccc(OC)cc2)nc2ccccc12	1	i	i	i	i	i	i	i	i	-11	15
Cn1c(Cl)cnc1C(O)c1ccccc1 (stereo unspecified)	-3	i	i	i	i	i	i	i	i	-7	-11
Clc1ccc2nc(-c3ccc(Br)s3)cn2c1	3	i	i	i	i	i	i	i	i	-12	2
CN(Cc1cnn(C)c1)C(=O)c1cc(COc2c(F)cccc2F)on1	-8	i	i	i	i	i	i	i	i	-10	11
O=C(c1ccc(C(=O)N2CCOCC2)nc1)N1CCOCC1	6	i	i	i	i	i	i	i	i	-5	2
COCCn1c(C)cc(C(=O)COC(=O)c2ccc3ncsc3c2)c1C	3	i	i	i	i	i	i	i	i	-6	6
CCOC(=O)N1CCN(S(=O)(=O)c2ccc(C(=O)Nc3ccc(F)cc3F)cc2)CC1	-1	i	i	i	i	i	i	i	i	-5	-9
CCOC(=O)c1cc2occc2n1CCCN1C(=O)c2ccccc2C1=O	x	i	i	i	i	i	i	i	i	1	4
CCn1c(CCNC(=O)c2cccs2)nnc1SCC(=O)Nc1nc(-c2ccccc2)cs1	-1	i	i	i	i	i	i	i	i	-26	-5
COc1ccc(OC)c(C(=O)COC(=O)CN2C(=O)NC3(CCCCC3C)C2=O)c1 (stereo unspecified)	2	i	i	i	i	i	i	i	i	-21	12
CCOC(=O)c1c(C)nc(C)c2c(=O)oc3ccccc3c12	x	i	i	i	i	i	i	i	i	-15	-10
O=C(Nc1ccc(F)c(F)c1)C1CCCN(S(=O)(=O)c2cccc3nonc23)C1 (stereo unspecified)	-3	i	i	i	i	i	i	i	i	-4	1
Nc1ccccc1SCC(=O)Nc1nc(-c2ccccc2)cs1	-3	i	i	i	i	i	i	i	i	-9	2
COc1cccc(NC(=S)N2CCCN(Cc3ccc(F)cc3)C2)c1	1	45*	i	i	i	i	i	i	i	-9	-9
COc1ccc(-n2c(C)cc(/C=C(\C#N)C(=O)NCc3ccco3)c2C)cc1	-4	i	i	i	i	i	i	i	i	-9	-25
COc1ccc(N2CCN(C(=O)c3ccc4ccccc4n3)CC2)cc1	-2	i	i	i	i	i	i	i	i	-12	0
CNC(=O)CSc1nc2cc(S(=O)(=O)Nc3ccccc3OC)ccc2o1	-6	i	i	i	i	i	i	i	i	-6	3
CC1C/C(=C\c2ccccc2[N+](=O)[O-])c2nc3ccccc3c(C(=O)O)c2C1 (stereo unspecified)	-4	i	i	i	i	i	i	i	i	-6	11
NC(=O)C1CCN(C(=S)NC2CC3C=CC2C3)CC1 (stereo unspecified)	0	i	i	i	i	i	i	i	i	-3	-18
CC(Oc1ccc(C(=O)c2ccccc2)cc1)C(=O)Nc1ccc(S(N)(=O)=O)cc1 (stereo unspecified)	3	58*	i	i	i	i	i	i	i	-9	-1
COCc1ccc(C(=O)N2CCCC(C(=O)c3ccc(SC)cc3)C2)s1 (stereo unspecified)	3	i	i	i	i	i	i	i	i	-2	3
CCc1ccc(NC(=O)CS(=O)CC(=O)Nc2ccc(-n3cnnn3)c(C)c2)cc1 (stereo unspecified)	-5	i	i	i	i	i	i	i	i	-6	11
O=C(OCCN(C1=NS(=O)(=O)c2ccccc21)c1ccc(Cl)cc1)c1ccco1	13	i	i	i	i	i	i	i	i	-1	21
OC(CSc1ccccc1Cl)CN1CCN(c2ccc(F)cc2)CC1 (stereo unspecified)	-1	i	i	i	i	i	i	i	i	-17	13

7 of the compounds above, as comma-separated lines:
canonical_smiles,Dyrk1A ADPGlo,TRPC4 act,KCNK9 block,TRPC4 inh,PolyA inh,TRPC4 potent,KCNQ1 pot,KCNK3 inh,KCNQ1 inh,hERG protect,Platelet DG rel
Clc1ccc2nc(-c3ccc(Br)s3)cn2c1,3,i,i,i,i,i,i,i,i,-12,2
CN(Cc1cnn(C)c1)C(=O)c1cc(COc2c(F)cccc2F)on1,-8,i,i,i,i,i,i,i,i,-10,11
O=C(c1ccc(C(=O)N2CCOCC2)nc1)N1CCOCC1,6,i,i,i,i,i,i,i,i,-5,2
COCCn1c(C)cc(C(=O)COC(=O)c2ccc3ncsc3c2)c1C,3,i,i,i,i,i,i,i,i,-6,6
CCOC(=O)N1CCN(S(=O)(=O)c2ccc(C(=O)Nc3ccc(F)cc3F)cc2)CC1,-1,i,i,i,i,i,i,i,i,-5,-9
CCOC(=O)c1cc2occc2n1CCCN1C(=O)c2ccccc2C1=O,x,i,i,i,i,i,i,i,i,1,4
CCn1c(CCNC(=O)c2cccs2)nnc1SCC(=O)Nc1nc(-c2ccccc2)cs1,-1,i,i,i,i,i,i,i,i,-26,-5

Following part:
SMILES	Dyrk1A ADPGlo	TRPC4 act	KCNK9 block	TRPC4 inh	PolyA inh	TRPC4 potent	KCNQ1 pot	KCNK3 inh	KCNQ1 inh	hERG protect	Platelet DG rel
Cc1ccc(-c2nnc(SCC(=O)N/N=C/c3ccc(C)s3)n2-c2ccccc2)cc1	1	i	i	i	i	i	i	i	i	-11	-3
CC(=O)Oc1ccc2oc(-c3ccccc3)c(C(N)=O)c2c1	x	i	i	i	i	i	i	x	i	-4	-6
O=C(CCN1C(=O)c2ccccc2C1=O)N1CCN(c2ccccn2)CC1	15	i	i	i	i	i	i	i	i	-11	-3
CCN(C(=O)CSc1nc2cc(S(=O)(=O)N(CC)CC)ccc2n1CC)C1CCS(=O)(=O)C1 (stereo unspecified)	5	i	i	i	i	i	i	i	i	-16	7
COCCCn1c(-c2ccccc2Cl)n[nH]c1=S	8	i	i	i	i	i	i	i	i	-6	-1
COc1ccc(CCNC(=O)CNC(=O)c2ccc(Br)o2)cc1OC	-4	i	i	i	i	i	i	i	i	-10	2
O=S(=O)(NCc1ccco1)c1ccc(S(=O)(=O)N2CCCCC2)cc1	-22	i	i	i	i	i	i	i	i	-7	-7
CCC(C)Nc1nc(OC(C(F)(F)F)C(F)(F)F)nc(OC(C(F)(F)F)C(F)(F)F)n1 (stereo unspecified)	-3	i	i	i	i	i	i	i	7*	-5	11
COc1cc(NC(=O)CSc2nnnn2Cc2ccc3c(c2)OCO3)cc(OC)c1	x	i	i	i	i	i	i	i	i	-4	3
CCC(=O)Nc1ccc(NC(=O)c2ccco2)c(OC)c1	-9	i	i	i	i	i	i	i	i	-1	-3
COc1cccc(NC(=S)NCc2ccc(F)cc2)c1	5	i	i	i	i	i	i	i	i	-1	-15
